# Assay outcomes as filed in PubChem BioAssay.
# Spn DPM-DC inh: S. pneumoniae DPM-DC inhibitors, primary screen, biochemical, PK/LDH-coupled NADH fluorescence; calls only at 10 µM; actives 0.49% (n = 65,000); purified DPM-DC; AID 556, 2006;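 active = the 320 compounds with the highest percent inhibition in the single-dose primary screen, excluding strongly autofluorescent ones, cut at about 32% in these data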;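 note: kinetic rate of NADH fluorescence loss reporting ADP formed by the decarboxylase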
# TNAP inhibition: human TNAP enzyme inhibitors, biochemical, luminescent (AID 518); actives 0.09% (n = 64,000); one-dose inhibition, % at 20 µM; IC50 in µM for titrated hits; purified TNAP enzyme, luminescent substrate readout; higher % means a stronger effect; in the data active = a potency from the dose series; inactive = the rest, 99 in 100 with inhibition below about 22%;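 note: plate controls were vehicle for no effect and reference inhibitor for full effect; many of its hits are not listed in these tables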
# LYP inhibition: LYP phosphatase inhibitors, primary screen, biochemical, DiFMUP fluorescence, recombinant catalytic domain, 10 µM (AID 606). recombinant LYP catalytic domain, DiFMUP fluorescence; higher % means a stronger effect. 52,000 tested, under 10 active. inhibition, % at 10 µM; hits with a dose series show IC50 in µM;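 active = IC50 under 40 µM in the dose-response test; inactive = IC50 of 40 µM or more, or never dose-tested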
# Spn PMK inh: S. pneumoniae PMK inhibitors, primary screen, biochemical, mevalonate pathway, pilot trial included | purified PMK, PK/LDH-coupled NADH absorbance 340 nm | AID 539, 2006 | actives 0.49% (n = 65,000) | inhibition, % at 10 µM;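 active = top-ranked compounds by inhibition in the single 10 µM screen, taking a fixed number of the strongest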;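 note: 0% = full reaction with DMSO carrier and 100% = background rate without enzyme reaction; no value below 0 was filed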
# HPDE-C7 viability: cytotoxicity in HPDE-C7 cells, cell-based, fluorescence, HTS (AID 430). cytotoxicity, % at 10 µM, or EC50 in µM where a hit was titrated. actives 1.8% (n = 63,000). HPDE-C7 pancreatic duct cells viability, fluorescence; higher % means a stronger effect;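 note: cells exposed to compound for 48 hours before viability readout; 0% = vehicle and 100% = reference cytotoxic drug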
# Bfl-1 inhibitors: Bfl-1 inhibitors, primary screen, biochemical, fluorescence polarization, FITC-Bid, mouse (AID 432); actives 0.02% (n = 64,000); Bcl-2-related protein A1 (Mus musculus); FITC-Bid BH3 peptide fluorescence polarization displacement; higher % means a stronger effect; displacement, % at 20 µM; hits with a dose series show IC50 in µM; in the data active = a potency from the dose series; inactive = the rest, 99 in 100 with displacement below about 15%; note: strong numbers were not always called active
# HPDE-C7K KRASV12: cytotoxicity in KRAS-transformed pancreatic duct cells, primary screen, cell-based, fluorescence, HTS (AID 431). HPDE-C7K KRASV12 cells, Alamar Blue viability, 48 h; higher % means a stronger effect. cytotoxicity, % at 10 µM, or EC50 in µM where a hit was titrated. actives 1.7% (n = 63,000);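 active = compounds whose percent cytotoxicity in the single-dose primary screen, scaled between solvent and toxic-drug controls, exceeds 50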;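 note: 0% = DMSO solvent wells and 100% = doxorubicin-treated wells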
# HT1080 cytotoxicity: cytotoxicity in HT1080 fibrosarcoma cells, cell-based, fluorescence readout (AID 620) | HT1080 viability, fluorescence; higher % means a stronger effect | cytotoxicity, % at 10 µM; hits with a dose series show EC50 in µM | actives 0.42% (n = 87,000);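 note: cells exposed to compound overnight then 4 h with Alamar Blue; 0% = vehicle DMSO and 100% = killing control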
# Spn MK inh: S. pneumoniae MK inhibitors, primary screen, biochemical, PK/LDH-coupled NADH absorbance; actives 0.48% (n = 65,000); purified MK, PK/LDH-coupled NADH absorbance 340 nm; inhibition, % at 10 µM; AID 555, 2006; mevalonate kinase [Streptococcus pneumoniae D39];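 active = ranked among the strongest by inhibition in the single 10 µM screen, a fixed top-ranked set picked for dose follow-up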; note: no value below 0 was filed
# Spn PMK inh pilot replicates: second read-out of Spn PMK inh, no call of its own (marks repeat the call); inhibition, %; measured here: pilot screen replicates
# Spn MK inh pilot replicates: also measured in Spn MK inh; calls as there; inhibition, %; measured here: pilot screen replicates
# Spn DPM-DC inh pilot screen %: second read-out of Spn DPM-DC inh, no call of its own (marks repeat the call); inhibition, %; measured here: pilot screen trials
# An asterisk follows results filed as active; i = inactive; nt = not tested or not shown; [ ] = dose if it differs, or a comment. Cut-off read from the data, not from the text of the source, unless noted: active = cytotoxicity above about 50%; inactive = the rest.
SMILES,Spn DPM-DC inh,TNAP inhibition,LYP inhibition,Spn PMK inh,HPDE-C7 viability,Bfl-1 inhibitors,HPDE-C7K KRASV12,HT1080 cytotoxicity,Spn MK inh,others
C=CCn1c(SCC(=O)Nc2ccccc2OC)nc(O)c(CC)c1=O,i,4%,-4%,4,-8%,-2%,-4%,-6%,5,
COc1ccccc1C(=O)Nc1ccc(S(=O)(=O)Nc2cc(C)on2)cc1,i,5%,-2%,0,-12%,-6%,3%,1%,5,
COc1ccc(C(C)NC(=O)C2CCCO2)cc1OC (stereo not drawn),i,-1%,-1%,0,-7%,1%,-16%,-6%,8,
COc1cccc(N2CCN(C3CCCC(C)C3)CC2)c1 (stereo not drawn),i,12%,nt,1,6%,4%,10%,-7%,4,
O=C(NCCC1=CCCCC1)C1CCN(C(=O)Nc2ccccc2)CC1,i,14%,10%,15,12%,-6%,16%,-2%,1,Spn PMK inh pilot replicates=2.0;Spn MK inh pilot replicates=0.5;Spn DPM-DC inh pilot screen %=0.0
COCC(=O)N(Cc1cc2cc(OC)ccc2[nH]c1=O)c1ccccc1,i[fluoresces],11%,14%,0,16%,-4%,18%,2%,8,Spn PMK inh pilot replicates=4.5;Spn MK inh pilot replicates=0.0;Spn DPM-DC inh pilot screen %=100
CCOc1ccc(OCC)c(NC(=O)CC2Oc3ccccc3NC2=O)c1 (stereo not drawn),i,4%,-7%,0,-10%,-8%,-8%,4%,9,
COC(=O)c1c(NC(=O)CSc2nc3c(c(=O)n(C)c(=O)n3C)n2C(C)C)sc(C)c1C,i,6%,-8%,13,-7%,3%,-14%,6%,2,
CCC(=O)Nc1ccc(-c2nnc(-c3ccccc3)o2)cc1,nt,8%,14%,9,12%,-2%,20%,-5%,4,
O=C(CCN1C(=O)C2C3C=CC(C3)C2C1=O)NCCc1ccccc1Cl (stereo not drawn),i,11%,10%,12,-20%,-4%,-5%,-1%,10,Spn PMK inh pilot replicates=1.0;Spn MK inh pilot replicates=0.0;Spn DPM-DC inh pilot screen %=0.0
COc1ccc(C(=O)n2nnc3ccccc32)cc1Br,i,9%,2%,11,8%,-3%,8%,1%,2,
O=c1n(Cc2ccccc2Cl)c2sc3c(c2c2ncnn12)CCCC3,i,5%,nt,8,-21%,0%,-12%,1%,3,
CC1(C)Cc2c(c(-c3ccccc3)nc3[nH][nH]c(=O)c23)CO1,i,2%,7%,5,9%,-2%,4%,-21%,5,
Cc1ccc2c(CC(=O)NC3=NCCS3)coc2c1,i,3%,6%,15,3%,-8%,-1%,-7%,15,
O=S(=O)(Cc1ccccc1)N1CCN(C/C=C/c2ccccc2)CC1,i,8%,6%,2,-1%,-1%,-10%,-14%,0,
Nc1nc(SCC(=O)NCC2CCCO2)n[nH]1 (stereo not drawn),i,8%,5%,5,1%,-2%,30%,1%,9,
CCS(=O)(=O)N1CCCC(C(=O)NC2CCCC2)C1 (stereo not drawn),i,3%,-7%,9,-2%,2%,-2%,-1%,0,
O=C(NCc1cccs1)C(Cc1ccccc1)NS(=O)(=O)c1cccs1 (stereo not drawn),i,12%,2%,0,-15%,0%,3%,-3%,4,Spn PMK inh pilot replicates=4.0;Spn MK inh pilot replicates=0.0;Spn DPM-DC inh pilot screen %=1.0
CCc1c(C)nc2ncnn2c1N1CCC(C(=O)N2CCN(c3ccccc3)CC2)CC1,i,6%,nt,14,-8%,-4%,-9%,-1%,3,
CN(C(=O)CSc1nnnn1-c1ccccc1)C1CCCCC1,i,7%,0%,17,8%,-6%,-10%,-4%,0,
Cc1c(NC(=O)CN2CC(C)OC(C)C2)c(=O)n(-c2ccccc2)n1C (stereo not drawn),i,8%,11%,14,-12%,12%,-8%,-5%,39,
COCCn1c(-c2ccc(OC)cc2)cnc1N,i,10%,-12%,0,-13%,-1%,1%,-6%,0,
CN(C)S(=O)(=O)c1ccc(NC(=O)c2cc3ccccc3o2)cc1,i,8%,3%,7,5%,-11%,11%,14%,2,
O=C1CN(C(=O)CN2CCCC2)C(c2ccccc2)c2cc(Br)ccc2N1 (stereo not drawn),i,12%,16%,1,7%,1%,3%,2%,12,Spn PMK inh pilot replicates=5.0;Spn MK inh pilot replicates=0.0;Spn DPM-DC inh pilot screen %=0.0
C[n+]1cnn2c1SCC1(COC1)C2,i,2%,nt,0,6%,0%,6%,-8%,6,
CCOC(=O)CNC(=O)CSc1nc2nc(C)c(Br)cc2[nH]1,i,13%,nt,10,-27%,2%,-11%,-5%,9,
CCN(CC)C(=O)C1CCN(S(=O)(=O)c2ccc(C3CNC(=O)C3)cc2)CC1 (stereo not drawn),i,3%,11%,9,-6%,-12%,4%,0%,11,
COc1ccc2cc(CN(CCCN3CCOCC3)Cc3nnnn3C3CCCC3)c(=O)[nH]c2c1,i,6%,5%,9,-19%,-2%,-24%,1%,9,
COc1cccc(C2=CC(c3ccc(OC)c(OC)c3OC)n3nnnc3N2)c1 (stereo not drawn),i,9%,nt,6,-4%,0%,-4%,-1%,14,
CN(C)S(=O)(=O)N(CC(=O)N1CCOCC1)c1ccccc1,i,5%,9%,0,-3%,3%,-16%,0%,8,
O=C(COc1ccccc1O)c1cccs1,i,1%,1%,10,-8%,-5%,-24%,-5%,0,
COCCCNc1nc2c(c(=O)[nH]c(=O)n2C)n1CCCc1ccccc1,i,6%,3%,0,5%,4%,-4%,-13%,2,
O=c1cc(NCC2CCCO2)[nH]c(=O)n1-c1ccc(Cl)cc1 (stereo not drawn),i,nt,19%,12,nt,nt,nt,14%,2,
Cc1ccsc1CNn1cnnc1SCc1ccccc1F,i,9%,-3%,10,2%,-6%,-6%,5%,7,
CCS(=O)(=O)N1CCN(Cc2ccncc2)CC1,i,13%,-26%,11,-14%,-6%,2%,3%,9,
CC1(C)CC(=O)C=C(NC2CCCCCC2)C1,i,1%,-6%,0,-6%,-3%,-16%,2%,6,
CN(C(=O)c1ccco1)c1nnc(C23CC4CC(CC(C4)C2)C3)s1,i,19%,10%,3,-8%,-4%,3%,-4%,1,Spn PMK inh pilot replicates=4.0;Spn MK inh pilot replicates=0.0;Spn DPM-DC inh pilot screen %=4.0
COc1ccccc1Nc1nnc(SCC(=O)N2CCCC2)s1,i,9%,nt,0,2%,-2%,2%,1%,1,
COC(=O)C1=C(C)Nc2nnnn2C1c1cccs1 (stereo not drawn),i,20%,nt,16,7%,1%,-6%,37%,5,Spn PMK inh pilot replicates=0.0;Spn MK inh pilot replicates=0.0;Spn DPM-DC inh pilot screen %=0.0
CCOC(=O)CC(=O)CSc1ccc2nnc(-c3ccc(F)cc3)n2n1,i,13%,9%,14,1%,-10%,0%,2%,4,
COc1cccc(NC(=O)CSc2nnc(-c3ccc(C)cc3)o2)c1,i,0%,8%,8,-2%,5%,-12%,0%,4,
CC(=O)Nc1ccc(S(=O)(=O)NCc2csc(C)n2)cc1,i,nt,-6%,23,nt,nt,nt,-9%,7,
Cn1c(SCc2ccc(C#N)cc2)nnc1-c1ccccc1,i,14%,10%,16,-24%,-6%,-28%,-7%,14,
Cc1ccc(CN2C(=O)CCC2C(=O)NCC2CCCO2)cc1 (stereo not drawn),i,14%,4%,4,-4%,-2%,6%,-4%,5,Spn PMK inh pilot replicates=0.5;Spn MK inh pilot replicates=0.0;Spn DPM-DC inh pilot screen %=1.0
CCOC(=O)c1sc(NC(=O)CSc2nnnn2-c2ccccc2)c(C(=O)OCC)c1C,i,20%,nt,0,22%,-9%,20%,-1%,2,Spn PMK inh pilot replicates=1.0;Spn MK inh pilot replicates=1.5;Spn DPM-DC inh pilot screen %=2.5
CCc1ccccc1-n1cnc2cc(C(=O)O)ccc21,i,6%,8%,13,-21%,-6%,-27%,-14%,3,
CCCCCn1c(=O)[nH]c2cc(C(=O)NCc3ccc4c(c3)OCO4)ccc2c1=O,i,7%,nt,0,-8%,-6%,-13%,-10%,8,
CCOC(=O)N1CCN(CC(=O)Nc2c(C(=O)OC)[nH]c3cccc(Cl)c23)CC1,i,18%,0%,13,-17%,-2%,0%,-3%,12,Spn PMK inh pilot replicates=2.5;Spn MK inh pilot replicates=0.0;Spn DPM-DC inh pilot screen %=2.5
CCOC(=O)N1CCC(N2C(=O)c3ccccc3C2Nc2cccnc2)CC1 (stereo not drawn),i,8%,8%,3,-6%,-5%,-11%,3%,7,Spn PMK inh pilot replicates=9.0;Spn MK inh pilot replicates=3.5;Spn DPM-DC inh pilot screen %=0.0
Cc1ccc2oc(=O)c3cnn(CC(=O)NCCc4ccsc4)c3c2c1,i,10%,nt,8,14%,0%,10%,0%,9,
COc1ccc2cnn(-c3ccccc3)c(=O)c2c1OC,i,6%,3%,1,2%,3%,5%,1%,6,Spn PMK inh pilot replicates=1.5;Spn MK inh pilot replicates=0.0;Spn DPM-DC inh pilot screen %=0.0
CCOc1cc2[nH]c(=O)n(Cc3cccc(OC)c3)c(=O)c2cc1OCC,i,3%,-14%,5,-8%,2%,-2%,2%,7,
CCOC(=O)c1nc2nc(C)cc(=O)n2[nH]1,i,-4%,1%,10,-3%,0%,9%,2%,2,
CCn1cc(C2=NCC(C)O2)c2ccccc21 (stereo not drawn),i,2%,-1%,11,-7%,6%,2%,-4%,6,Spn PMK inh pilot replicates=0.0;Spn MK inh pilot replicates=0.0;Spn DPM-DC inh pilot screen %=0.0
Cc1c(/C(O)=C2\C(=O)C(=O)N(CCN(C)C)C2c2cccs2)cnn1-c1ccccc1 (stereo not drawn),i,9%,0%,8,-3%,0%,-5%,1%,5,
O=C(NCCc1csc(-c2cccnc2)n1)c1ccco1,i,-7%,7%,11,-17%,1%,-21%,nt,7,
CCSc1oc(-c2ccccc2)nc1S(=O)(=O)c1ccccc1,i,4%,6%,8,0%,-6%,6%,-4%,8,
O=C(NC1CCCCCC1)C1CCN(S(=O)(=O)c2ccc(F)cc2)CC1,i,13%,6%,13,0%,-4%,0%,-12%,11,
Cc1cc(C)c(C#N)c(SCS(=O)Cc2ccccc2)n1 (stereo not drawn),i,1%,9%,5,-16%,-1%,-12%,38%,0,
Cc1ccc(P(=O)(O)c2ccc(C)cc2)cc1,i,-5%,8%,0,-14%,-16%,-18%,nt,10,
CCCCCc1c(C)nc(Nc2nc(C)c3cc(OC)ccc3n2)[nH]c1=O,i,-9%,11%,17,0%,4%,10%,-12%,14,Spn PMK inh pilot replicates=1.5;Spn MK inh pilot replicates=0.5;Spn DPM-DC inh pilot screen %=4.0
